TMEM16A inh: mouse TMEM16A channel inhibition, primary screen; Q8BHY3; HEK293 TMEM16A/YFP iodide influx fluorescence, ionomycin; normalized B-score (activity score, 25-100; higher = stronger inhibition) at 10 µM; 1.2% of 310,000 active; AID 588511;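 active = ratio plate-corrected score three or more library SD toward inhibition, starting fluorescence score within five deviations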;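 also: score derived from kinetic fluorescence span divided by baseline fluorescence per well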
RGS4 act: RGS4 potentiation or activation. B-score at 10 µM. HEK293 M3R/inducible RGS4, carbachol calcium flux Fluo4; stronger effect = lower value. AID 463111. 0.92% of 310,000 active;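 active = B-score of the integrated calcium signal more than 4 SD below the library mean, with starting fluorescence not abnormally high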;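 also: negative B-score means reduced calcium response which marks RGS4 activation or potentiation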
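Material: Inducible-RGS4 HEK293 cells carrying M3 receptor; also added: carbachol at ECmax as muscarinic agonist stimulus; incubation: compound preincubation 20 min at room temperature before agonist; signal: Fluo4-AM (2 µM) calcium-flux fluorescence, kinetic read; measure: integrated calcium ratio converted to B score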
hERG protect: shields human hERG channel from block by proarrhythmic agents; AID 1511; activation (rescue from dofetilide block), less the hit threshold, % at 10 µM; Q12809; 0.51% of 310,000 active; CHO-hERG, FluxOR thallium flux, dofetilide IC70 present;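 active = activation above the mean of controls blocked by dofetilide plus 5 SD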;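 also: thallium influx through hERG after potassium depolarization seen as dye fluorescence rise; in these data hits start at about 4.7%; inactives centre near -7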
KCNK3 inh: human KCNK3 channel inhibition, primary screen | O14649 | CHO-KCNK3 thallium flux, FluxOR fluorescence; stronger effect = lower value | B-score at 10 µM | 0.84% of 340,000 active | AID 602410;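 active = B-score under library mean minus 4 SD, starting fluorescence ratio at most library mean plus 5 SD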;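 also: more negative B-score means stronger inhibition of thallium flux through KCNK3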
KCNK9 block: human KCNK9 channel inhibition. HEK293 KCNK9, FluxOR thallium flux fluorescence; stronger effect = lower value. 1.2% of 310,000 active. B-score at 10 µM;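 active = ratio B-score over 3 SD below the library mean, with starting fluorescence within 5 SD of its mean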;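 also: negative B-score means less thallium flux so channel inhibition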
Target sequence (Q9NPC2 whole entry, looked up): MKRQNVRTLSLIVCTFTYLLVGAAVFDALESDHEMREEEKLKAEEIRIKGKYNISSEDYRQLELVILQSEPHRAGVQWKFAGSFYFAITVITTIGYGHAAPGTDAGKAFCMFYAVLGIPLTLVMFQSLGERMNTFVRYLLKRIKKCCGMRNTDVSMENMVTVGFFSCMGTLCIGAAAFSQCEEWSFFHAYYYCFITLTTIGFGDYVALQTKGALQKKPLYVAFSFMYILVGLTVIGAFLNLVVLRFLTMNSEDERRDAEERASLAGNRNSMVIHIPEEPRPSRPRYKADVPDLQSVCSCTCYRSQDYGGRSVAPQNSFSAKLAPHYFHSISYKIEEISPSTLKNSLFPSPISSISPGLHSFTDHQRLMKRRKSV
RGS4 inh: inhibitors of human RGS4; P49798; HEK293 M3R/RGS4 inducible, Fluo-4 calcium flux; stronger effect = higher value; triggered by carbachol at its EC20; B-score at 10 µM; 0.45% of 310,000 active; AID 463165;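 active = B-score, a plate-corrected calcium signal, over three deviations above library mean, with baseline fluorescence within five deviations of library mean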;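 also: RGS4 expression induced by doxycycline in cells with stable M3 receptor; B-score is computed from the integrated fluorescence ratio over baseline after carbachol; higher B-score means a larger calcium signal and so more RGS4 inhibition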
Target sequence (P49798 whole entry, looked up): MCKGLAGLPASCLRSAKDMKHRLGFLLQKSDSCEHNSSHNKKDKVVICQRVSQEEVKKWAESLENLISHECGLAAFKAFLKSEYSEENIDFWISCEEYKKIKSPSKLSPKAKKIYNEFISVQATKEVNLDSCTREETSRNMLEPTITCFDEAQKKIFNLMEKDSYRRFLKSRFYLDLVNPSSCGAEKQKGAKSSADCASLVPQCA
ANO1 activ: activators or potentiators of mouse TMEM16A chloride channel; Q8BHY3; HEK293 TMEM16A/YFP-H148Q/I152L, iodide quench fluorescence; stronger effect = lower value; B-score at 10 µM; 0.3% of 340,000 active; AID 623877;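 active = fluorescence-ratio B-score plate-corrected deviation score at least 3 library SD below zero, with starting fluorescence score within 5 deviations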;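 also: channel opened by trigger with iodide after compound preincubation; score built on the fluorescence ratio of max minus min over baseline; more negative score means more quench and so TMEM16A activation or potentiation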
SKKanGAS inh: blocks kanamycin growth of S. pyogenes SKKanGAS strain | inhibition, % at 7.5 µM | BacTiter-Glo, 6 h | 1.3% of 300,000 active;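 active = mean replicate score, as percent of positive control median, at least 50; inconclusive = mean below 50 but one replicate at or above 50; inactive = mean and every replicate below 50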;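 also: strain carries kanamycin resistance gene driven by streptokinase promoter and grows in 40 µg/ml kanamycin; loss of luminescence reflects streptokinase promoter inhibition or plain growth inhibition; 0% = median of DMSO wells and 100% = positive control at its reference dose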
HDAC3 inhib: human HDAC3 inhibition | 0.15% of 320,000 active | O15379 | AID 2718 | inhibition, % at 8.3 µM | recombinant HDAC3, fluorogenic peptide/trypsin coupled, fluorescence; in the data active = inhibition above about 26%, passing the limit was not always enough; inconclusive = no clear call, values can overlap the other calls
Target sequence (O15379 whole entry, looked up): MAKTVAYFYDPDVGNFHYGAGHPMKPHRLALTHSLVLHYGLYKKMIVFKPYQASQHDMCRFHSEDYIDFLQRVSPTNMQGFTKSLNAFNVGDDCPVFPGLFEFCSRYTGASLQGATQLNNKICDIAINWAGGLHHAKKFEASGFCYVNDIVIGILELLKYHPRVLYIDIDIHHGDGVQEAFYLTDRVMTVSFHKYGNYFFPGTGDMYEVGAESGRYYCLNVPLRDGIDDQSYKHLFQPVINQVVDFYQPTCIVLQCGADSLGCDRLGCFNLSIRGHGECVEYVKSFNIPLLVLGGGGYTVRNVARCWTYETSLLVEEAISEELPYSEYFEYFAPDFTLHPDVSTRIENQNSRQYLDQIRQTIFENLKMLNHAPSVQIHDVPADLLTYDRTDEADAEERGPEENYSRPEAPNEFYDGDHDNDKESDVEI
KCNQ1 act: potentiates or activates the human KCNQ1 potassium channel; B-score at 10 µM; 0.35% of 310,000 active; CHO-K1 KCNQ1, thallium flux FluxOR fluorescence; stronger effect = higher value; P51787;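 active = fluorescence ratio B-score, a plate-corrected score, at least three library SD, with initial intensity B-score within 5 SD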
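assay system = KCNQ1-transfected CHO-K1 cells | medium = assay buffer with matched DMSO | probe or stimulus = depolarizing K+/Tl+ stimulus, K2SO4 and Tl2SO4 each 12.5 mM in 5x stock | dosing = single dose | incubation = dye 90 min, compound 20 min, room temperature | detection = kinetic FluxOR fluorescence, 10 s baseline plus 110 s post-stimulus | evaluation = ratio B score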
KCNQ1 block: blocks the human KCNQ1 potassium channel; P51787; CHO-K1 KCNQ1, FluxOR thallium flux fluorescence; stronger effect = higher value; B-score at 10 µM; 1.3% of 310,000 active; AID 2642;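 active = compounds whose thallium flux B-score, printed positive for inhibition, exceeds three library SD while starting fluorescence stays within three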;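 also: channel opened by potassium depolarization with thallium stimulus after 20 min compound exposure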
An asterisk follows results filed as active; i = inactive; ? = inconclusive; · = not tested or not shown. This is a subset; count on the stated rates, not on these rows.

SMILES	TMEM16A inh	RGS4 act	hERG protect	KCNK3 inh	KCNK9 block	RGS4 inh	ANO1 activ	SKKanGAS inh	HDAC3 inhib	KCNQ1 act	KCNQ1 block
CC(=NCc1ccco1)c1c(O)n(Cc2ccccc2)c(=O)[nH]c1=O	i	i	-7	i	i	i	i	11	5	i	i
O=C(O)CN1C(=O)CN=C(c2ccccn2)c2cc(Cl)ccc21	i	i	-5	i	i	i	i	-1	4	i	i
CCN(CC)c1ccc(N=Cc2c(O)n(Cc3ccco3)c(=O)[nH]c2=O)cc1	i	i	-6	i	i	i	i	19	0	i	i
O=C1NC(=O)C(CCc2ccccn2)(Cc2cccc(Cl)c2Cl)C(=O)N1c1ccc(Br)cc1 (configuration not stated)	i	i	-12	i	i	i	i	15	2	i	i
O=P(C(c1c[nH]c2ccccc12)N1CCOCC1)(N1CCOCC1)N1CCOCC1 (configuration not stated)	i	i	-9	i	i	i	i	1	6	i	i
O=[N+]([O-])c1ccc(N2CCNCC2)cc1NCc1ccco1	i	i	-10	i	i	i	i	2	3	i	i
C=Cn1ccnc1P(=S)(c1nccn1C=C)c1nccn1C=C	i	i	-10	i	i	i	i	-3	4	i	i
CCCCn1c(=O)c(C(=O)Nc2cccc(C)c2)c(O)c2ccccc21	i	i	-10	i	i	i	i	-4	0	i	i
CCC(=O)N1c2ccc(S(=O)(=O)CCC(=O)N3CCC4(CC3)OCCO4)cc2CC1C (configuration not stated)	i	i	-4	i	i	i	i	-1	0	i	i
O=c1[nH]c(=S)n(-c2ccccc2)c(O)c1C=NCc1ccccn1	i	i	-11	i	i	i	i	0	-2	i	i
S=P(Nn1cnnc1)(c1ccccc1)c1ccccc1	i	i	-9	i	i	i	i	3	-1	i	i
Cc1ccc(C2=NCC(=O)Nc3ccc(Br)cc32)cc1	i	i	-14	i	i	i	i	1	0	i	i

Next section, overlapping the part above by two compounds.
SMILES	TMEM16A inh	RGS4 act	hERG protect	KCNK3 inh	KCNK9 block	RGS4 inh	ANO1 activ	SKKanGAS inh	HDAC3 inhib	KCNQ1 act	KCNQ1 block
S=P(Nn1cnnc1)(c1ccccc1)c1ccccc1	i	i	-9	i	i	i	i	3	-1	i	i
Cc1ccc(C2=NCC(=O)Nc3ccc(Br)cc32)cc1	i	i	-14	i	i	i	i	1	0	i	i
CCN1CCN(c2cc(N3CCCC3)c([N+](=O)[O-])cc2F)CC1	i	i	-6	i	i	i	i	-1	7	i	i
CCN1C(=O)NC(=O)/C(=C\c2cn(CC(=O)N3CCCCC3C)c3ccccc23)C1=O (configuration not stated)	i	i	-21	i	i	i	i	12	-7	i	i
C=C(c1ccccc1)P(=O)(O)O	i	i	-7	i	i	i	i	-6	-4	i	i
O=P(Oc1ccccc1)(Oc1ccccc1)C(O)c1ccccc1 (configuration not stated)	i	i	-3	i	i	i	i	-1	11	i	i
O=c1[nH]c(=O)n(Cc2ccc(F)cc2)c(O)c1C=NCCCO	i	i	-12	i	i	i	i	-12	8	i	i
O=C1NC(=O)N(c2ccc3c(c2)OCO3)C(=O)/C1=C\c1ccsc1	i	i	-6	i	i	i	i	21	8	i	i
C=CCn1c(O)c(/C=N/NC(=O)CCCC)c(=O)[nH]c1=S	i	i	-13	i	i	i	i	0	4	i	i
N#CCP(=S)(c1ccccc1)c1ccccc1	i	i	-5	i	i	i	i	-5	3	i	i
C[N+]1(C)[C@@H]2CC(OC(=O)[C@H](CO)c3ccccc3)C[C@H]1[C@@H]1O[C@@H]12 (some centres not stated)	i	i	-5	i	i	i	i	-3	-1	i	i
O=c1cccc2n1CC1CC2CN(Cc2ccc3c(c2)OCO3)C1 (configuration not stated)	i	i	-8	i	i	i	i	4	2	i	i
CCOc1ccc2oc(C(=O)NN3C(C)CCCC3C)c(C)c2c1 (configuration not stated)	i	i	-13	i	i	i	i	3	3	i	i
CC(C)C(=O)c1cn(Cc2ccccc2C#N)c2ccccc12	i	i	-7	i	i	i	i	3	-4	i	i
C=CCN1C(=O)C2(C(C(=O)OCC)=C(N)Oc3ccccc32)c2c1c1ccccc1oc2=O (configuration not stated)	i	i	-5	i	i	i	i	8	6	i	i
CCC(CC)N1CCN(C(=O)Cc2ccccc2)CC1	i	i	-6	i	i	i	i	-2	-2	i	i
O=c1[nH]c(=S)n(-c2ccccc2F)c(O)c1C=NCc1ccco1	i	i	-5	i	i	i	i	-7	2	i	i
CCCCn1c(O)c(C(=O)/C=C/c2c[nH]c3ccccc23)c(=O)[nH]c1=O	i	i	-13	i	i	i	i	28	1	i	i
Cc1c(C(=O)O)cc(-c2ccccc2)n1Cc1ccccc1	i	i	-9	i	i	i	i	1	-3	i	i
CCC12CN3CCN(CC(C3)/C1=N\O)C2	i	i	3	i	i	i	i	3	5	i	i
CCOC(=O)C1(CCOc2ccccc2)CCN(Cc2ccccc2OC)CC1	i	i	-11	i	i	i	i	-1	-2	i	i
CN1C(=O)C2C[C@@]3(Br)c4ccccc4N(OOSc4ccccc4)[C@H]3N2C(=O)[C@@H]1Cc1ccccc1 (some centres not stated)	i	i	-7	i	i	i	i	-1	-3	i	i
CCOc1ccc(NC2=NCCCS2)cc1	i	i	-5	i	i	i	i	1	3	i	i
O=C(NC12CC3CC(CC(C3)C1)C2)OC1CN2CCC1CC2 (configuration not stated)	i	i	-5	i	i	i	i	1	-6	i	i
C=C(COC(C)=O)CC1CC(O)[C@]2(C)OC3CC4OC5C[C@]6(C)O[C@]7(C)CCC8OC9C[C@]%10(C)OC%11C(C)=CC(=O)OC%11CC%10OC9C[C@@H](C)C8OC7CC6O[C@]5(C)C/C=C\C4OC3CC2O1 (some centres not stated)	·	i	-9	i	i	18*	i	20	·	i	i
Oc1ccc2c3c1OC1C(O)CC[C@@]4(O)[C@@H](C2)N(CC2CCC2)CC[C@]314 (some centres not stated)	i	i	-6	·	i	i	·	2	4	i	i
C=C1C(=O)O[C@H]2[C@H]1[C@H](OC(=O)CC(=O)O[C@@H]1C[C@@H](C)[C@@H]3C=CC(=O)[C@@]3(C)[C@H]3OC(=O)C(=C)[C@H]13)C[C@@H](C)[C@H]1C=CC(=O)[C@]12C	i	i	-8	i	i	i	i	1	-6	i	i
O=c1[nH]c(=S)n(-c2ccc(Cl)cc2)c(O)c1C=Nc1ccc(N2CCOCC2)cc1	i	i	-10	i	i	i	i	2	-1	i	i
COC(=O)C1=C(c2ccc(S(C)(=O)=O)cc2)C[C@@H]2CC[C@H]1N2C(=O)NCCS(C)=O (some centres not stated)	i	i	-3	i	i	i	i	1	-2	i	i
CC(=NCCC(c1ccccc1)c1ccccc1)c1c(O)n(C)c(=O)n(C)c1=O	i	i	-18	i	i	i	i	2	4	i	i
CCOC(=O)C1(CCc2ccccc2)CCN(C2CCSCC2)CC1	i	i	-20	i	i	i	i	0	-3	i	i
O[C@@H]1CCCC[C@H]1N1CCC(c2ccccc2)CC1	i	i	-4	i	i	i	i	-4	-8	i	i
CCOc1cc(C2NCc3ccccc3-n3cccc32)ccc1OC (configuration not stated)	i	i	-3	i	i	i	i	-1	0	i	i
C=CCN1C(=O)/C(=C/c2cc(C)n(-c3cccnc3)c2C)C(=O)NC1=S	i	i	-6	i	i	i	i	0	9	i	i
O=C(CCNS(=O)(=O)c1ccccc1)Nc1ccc(Cl)cc1C(=O)c1ccccc1	i	i	-5	i	i	i	i	-14	1	i	i
CCN1CCC2(CCNC2)C1 (configuration not stated)	i	i	-13	i	i	i	i	-2	-8	i	i
CN(C)C1(CNC(=O)Nc2ccc(Cl)c(Cl)c2)CCCCC1	i	i	-9	i	i	i	i	1	1	i	i
O=c1[nH]c(=S)n(C2CC2)c(O)c1/C=N/Nc1cccc2ccccc12	i	i	-8	i	i	i	i	25	6	i	i
CCOP(=O)(OCC)C(O)c1cccc([N+](=O)[O-])c1 (configuration not stated)	i	i	-11	i	i	i	i	0	2	i	i
CC(C)C[C@H]1C(=O)N2CCCC2[C@]2(O)O[C@](NC(=O)[C@@H]3C=C4c5cccc6[nH]cc(c56)CC4N(C)C3)(C(C)C)C(=O)N12 (some centres not stated)	i	i	-10	i	i	i	i	6	-6	i	8*
COC(=NC1CCCC1)C(O)c1c[nH]c2ccccc12 (configuration not stated)	i	i	-13	i	i	i	i	4	5	i	i
Cc1ccc(OP(=O)(Nc2cccc(C)c2)Oc2ccc(C)cc2)cc1	i	i	-3	i	i	i	i	76*	-3	i	6*
COc1ccc(OC)c(N2C(=O)/C(=C/c3ccco3)C(=O)NC2=S)c1	i	i	8.4*	·	i	i	·	5	0	i	i
CSCCC(N=Cc1c(O)n(-c2ccc(Br)cc2)c(=O)[nH]c1=O)C(=O)OC(C)(C)C (configuration not stated)	i	i	-13	i	i	i	i	5	4	i	i
O=P(C(Cl)Cl)(N1CCOCC1)N1CCOCC1	i	i	-3	i	i	i	i	-1	2	i	i
CCOC(=O)C(NC(=O)C(Cc1ccc(N(CCCl)CCCl)cc1)NC(C)=O)C(C)C (configuration not stated)	i	i	-10	i	i	i	i	3	1	i	i
COc1ccc(CN2C(=O)NC(=O)/C(=C\c3cc(OC)c(OC)c(OC)c3)C2=O)cc1	i	i	-5	i	i	i	i	10	?	i	i
CCCN1CCc2cc(O)cc3c2[C@H]1Cc1ccc(O)c(O)c1-3	i	i	-19	i	i	11*	i	7	2	i	i
Cc1cccc(-n2c(O)c(/C=N/Nc3nc4c(c(=O)n(C)c(=O)n4C)n3C)c(=O)[nH]c2=S)c1	i	i	-7	i	i	i	i	2	5	i	i
O=C1CN=C(c2ccc(Cl)cc2)c2oc3ccccc3c2N1	i	i	-3	i	i	i	i	-3	-6	i	i
C=CCN1C(=O)/C(=C/c2ccc3c(c2)CCCN3CCC)C(=O)NC1=S	i	i	-7	i	i	i	i	-3	3	i	i
O=C(c1cccc(Cl)c1)C1CCCN(Cc2cccc3cnccc23)C1 (configuration not stated)	i	-7.6*	-11	i	i	i	i	-2	4	i	i
CCN(CC)C(=O)c1ccc(NC(=O)COc2ccccc2F)cc1	i	i	-5	i	i	i	i	-3	0	i	i
Cc1cc(C=O)c(C)n1C1CC1	i	i	-15	i	i	i	i	2	3	i	i

Screening data from PubChem BioAssay.
